High-throughput results from PubChem.
CHOP UPR activ – activators of apoptotic CHOP UPR arm, primary screen, cell-based, CHO-CHOP luciferase reporter, luminescence, uHTS. UPR activation; percent of tunicamycin response over DMSO baseline. activation, % at 10 µM. 0.34% of 330,000 active. AID 449763, 2010;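 active means at 10 µM dose, activation of 40% or more, normalized to positive control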;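 further: 100% = tunicamycin at 10 µg/mL and 0% = DMSO alone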
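System: CHO-CHOP luciferase reporter cell line; amount: 500 cells/well; buffer or medium: F12 medium containing 10% fetal bovine serum; incubation: 6 h compound exposure at 37 °C after overnight seeding; measured by: luciferase luminescence after 10 min with Steady-Glo reagent; evaluation: % reporter activation, DMSO baseline versus tunicamycin full activation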
CXCR6 inh – CXCR6 receptor inhibitors, primary screen, cell-based, beta-arrestin, luminescence, CHO-K1 PathHunter, 1536-well; 0.36% of 360,000 active; inhibition, % at 20 µM; C-X-C chemokine receptor type 6 (Homo sapiens), O00574; in the data active means inhibition above about 34%, passing the limit was not always enough;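 further: antagonist mode with CXCL16 agonist at 10 nM final; 0% = 10 nM CXCL16 with DMSO and 100% = unstimulated wells without agonist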
Target sequence (O00574 whole entry, looked up): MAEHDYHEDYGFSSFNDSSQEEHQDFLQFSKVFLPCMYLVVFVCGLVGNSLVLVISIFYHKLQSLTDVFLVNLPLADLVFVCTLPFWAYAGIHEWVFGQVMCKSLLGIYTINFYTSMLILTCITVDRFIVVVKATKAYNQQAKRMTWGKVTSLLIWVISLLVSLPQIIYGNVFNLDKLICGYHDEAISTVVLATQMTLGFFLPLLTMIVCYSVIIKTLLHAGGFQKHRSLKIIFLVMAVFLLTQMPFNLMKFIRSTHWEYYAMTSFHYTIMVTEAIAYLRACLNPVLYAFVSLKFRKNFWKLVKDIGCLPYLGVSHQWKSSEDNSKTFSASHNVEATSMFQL
APJ antagonist – antagonists of human apelin receptor APJ, primary screen, CHO-K1 cells, beta-arrestin complementation, luminescence | inhibition, % at 20 µM | 0.32% of 330,000 active;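 active means inhibition above about 40% at 20 µM, limit read from the data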;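 further: cells challenged with 10 nM apelin-13 agonist together with compound; plate controls were apelin-13 plus DMSO wells for no effect and DMSO wells lacking apelin-13 for full effect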
Target sequence (P35414 whole entry, looked up): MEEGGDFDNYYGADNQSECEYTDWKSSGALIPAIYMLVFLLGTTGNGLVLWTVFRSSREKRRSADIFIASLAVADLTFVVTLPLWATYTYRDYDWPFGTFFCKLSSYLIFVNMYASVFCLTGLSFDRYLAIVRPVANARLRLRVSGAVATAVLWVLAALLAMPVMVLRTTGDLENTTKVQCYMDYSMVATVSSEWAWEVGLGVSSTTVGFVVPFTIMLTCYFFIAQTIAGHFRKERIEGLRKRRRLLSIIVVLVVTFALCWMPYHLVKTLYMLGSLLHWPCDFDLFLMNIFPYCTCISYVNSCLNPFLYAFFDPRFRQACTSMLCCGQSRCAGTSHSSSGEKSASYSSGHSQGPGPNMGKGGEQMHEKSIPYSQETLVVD
TIM10 inh – growth inhibitors of isogenic TIM10 control yeast, primary screen, counter-screen for tim10-1 yeast inhibitor project, luminescence, uHTS. S. cerevisiae TIM10 strain growth, BacTiter-Glo luminescence, 24 h. inhibition, % at 10 µM. 1.4% of 330,000 active. AID 463195, 2010;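 active means inhibition of 40% or more at the single tested concentration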;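 further: wild-type TIM10 isogenic control strain grown at permissive 25 °C; 0% = DMSO yeast wells and 100% = minimal medium wells without yeast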
APJ ag – agonists of human apelin receptor APJ, primary screen, CHO-K1 cells, PathHunter beta-arrestin, luminescence; P35414; 0% DMSO wells, 100% apelin; activation, % at 20 µM; 0.11% of 330,000 active;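 active means activation more than six SD over the plate average, tested at 20 µM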;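 further: 0% = DMSO alone and 100% = apelin-13 at 10 nM; some results filed as inactive read as strong as hits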
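Test system – PathHunter CHO-K1 APJ (AGTRL-1) beta-arrestin reporter cells · Input – 1000 cells/well · Compound – single test compound dose, 20 µM final, 1% DMSO · Times – compound stimulation 90 min at 25 °C, detection 60 min · Technique – beta-gal luminescence · Read-out basis – APJ–arrestin association signal · Control set – negative DMSO alone, positive Apelin-13 at 10 nM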
tim10-1 inh – growth inhibitors of tim10-1 mutant yeast, primary screen, luminescence, uHTS | 2.2% of 330,000 active | AID 463190, 2010 | inhibition, % at 20 µM | S. cerevisiae tim10-1 ts strain growth, BacTiter-Glo, 24 h;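 active means inhibition of at least 40%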;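 further: mutant grown at 25 °C; 0% = DMSO wells with yeast and 100% = wells holding no yeast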
UPR XBP1 act – activators of adaptive XBP1 UPR arm, primary screen, cell-based, CHO-XBP1 luciferase reporter, luminescence, uHTS; activation, % at 20 µM; AID 463104, 2010; IRE1-XBP1 UPR activation; percent of tunicamycin response, DMSO as zero; 0.33% of 330,000 active;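 active means versus positive control, 20 µM dose yields 30% or more activation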;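 further: 100% = tunicamycin at 10 µg/mL and 0% = DMSO only wells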
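Material: CHO cell line with stable XBP1 luciferase reporter; buffer or medium: F12 medium containing 10% fetal bovine serum; compound: single point, 20 µM final compound, 1% DMSO; incubation: 6 h treatment, 37 °C; measured by: glow luminescence from Steady-Glo reagent; evaluation: activation, % of tunicamycin; control set: tunicamycin high, DMSO low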
Mdm2 MdmX PPI – inhibitors of human Mdm2-MdmX association, primary screen, cell-based, luminescence, split luciferase, SaOS-2, uHTS. Protein Mdm4 (Homo sapiens) + E3 ubiquitin-protein ligase Mdm2 (Homo sapiens), …. inhibition, % at 8 µM. SaOS-2 split-luciferase Mdm2/MdmX complementation. AID 485346, 2010. 3% of 330,000 active;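 active means inhibition of at least 50% at 8 µM in the primary screen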
tim23-1 inh – growth inhibitors of tim23-1 mutant yeast, primary screen, luminescence, uHTS | S. cerevisiae tim23-1 growth, BacTiter-Glo luminescence, 24 h | inhibition, % at 20 µM | AID 463212, 2010 | 1.3% of 330,000 active;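 active means growth inhibition of the mutant yeast at or above 50%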;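 further: temperature-sensitive mutant grown at 25 °C; plate controls were DMSO-treated mutant yeast for no effect and medium wells lacking yeast for full effect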
Numbers without * were called inactive. Some of the compounds tested; the hit share may differ from the screen's.

nr	Structure	CHOP UPR activ	CXCR6 inh	APJ antagonist	TIM10 inh	APJ ag	tim10-1 inh	UPR XBP1 act	Mdm2 MdmX PPI	tim23-1 inh
1	O=c1[nH]nc(-c2ccc(F)cc2)cc1Cc1ccccn1	2.0	6	-13	-11	-1	-14	1	9	5
2	COc1ccc(NC(C)=O)cc1S(=O)(=O)N1CCc2ccccc21	-0.1	5	-10	11	3	9	2	17	2
3	CCCCOCCCNC(=O)c1ccc(OC)cc1	-0.8	6	11	-7	2	-20	-1	14	-4
4	Cc1c(C(=O)Nc2ccc3oc(-c4cccnc4)nc3c2)oc2ccccc12	-1.4	-10	-18	-11	3	2	9	21	-13
5	CCCCCCOc1ccc(OC(=O)c2ccncc2)cc1	3.7	-9	8	19	8	12	6	22	15
6	Cc1cc(C)n(-c2cc(Cl)ccc2[N+](=O)[O-])n1	-1.1	4	1	11	-3	8	-1	-24	7
7	O=c1[nH][nH]c(-c2ccccc2)c1C=Nc1ccc(F)cc1F	-0.7	4	-1	5	-1	15	0	15	22
8	CCOC(=O)C1(CCOc2ccccc2)CCN(Cc2cccs2)CC1	2.6	-3	1	-13	-3	5	-1	9	9
9	O=C(CC1CCS(=O)(=O)C1)Nc1ccc[nH]c1=O (stereo unspecified)	-0.4	3	2	5	-2	11	0	-15	-5
10	Cc1ccc(C(C(=O)NC2CCCCC2)N(CC2CCCO2)C(=O)CNC(=O)c2cccs2)cc1 (stereo unspecified)	0.9	-8	-5	8	-2	0	-1	-3	7
11	O=C(Nc1ccc(Cl)cc1)N1N=CCC1c1ccccc1 (stereo unspecified)	0.6	3	17	-2	-3	24	4	13	31
12	c1cncc(-c2nc(NCc3ccc4c(c3)OCO4)c3ccccc3n2)c1	-1.3	-2	-3	-71	-1	-46	3	-4	-7
13	CN(CCCC1CCCC1)C(=O)c1cc(COc2ccc(F)cc2F)on1	2.1	8	5	5	-2	21	4	0	31
14	Nc1cc(N)cc(-c2nc3ccccc3[nH]2)c1	1.2	-4	-51	6	-1	-14	-4	10	8
15	COc1ccc(S(=O)(=O)N2CCN(c3nc(C)cc(C)n3)CC2)cc1	-0.3	-5	0	5	-4	33	0	28	34
16	Cc1ccc(C(=O)NCC(=O)OCC(=O)Nc2ncc(C(F)(F)F)cc2Cl)cc1	1.4	-9	9	4	-1	20	0	4	9
17	CCOC(=O)c1ccc(NC(=S)N2CCN(C)CC2)cc1	0.9	-12	-23	-5	-3	-16	-4	17	1
18	CCOC(=O)N1CCN(C(=O)/C(=C/c2ccc(OC)cc2)NC(=O)c2ccccc2)CC1	1.7	-3	1	5	6	10	1	9	5
19	CCOc1nc(NCCN2CCOCC2)nc(Nc2ccc(C)cc2)n1	-0.1	9	7	-2	-2	12	-1	1	5
20	CCCCn1c(SCc2ccc(Cl)cc2)nc2c1c(=O)[nH]c(=O)n2C	0.8	-6	12	-12	2	-3	17	38	6
21	COC(=O)c1ccc(C(=O)OC)c(NC(=S)N2CCC(N3CCCCC3)CC2)c1	1.4	-1	-6	-8	-8	-13	-3	-11	-7
22	Cc1ccc(C(=O)NCCNc2ccc(Cl)cc2[N+](=O)[O-])o1	-2.1	9	24	21	-8	32	3	17	28
23	Cc1cc(-c2ccc(S(=O)(=O)N3CCN(C)CC3)s2)on1	0.9	4	-15	-6	-1	15	0	-7	-3
24	CN(C)c1ccc(NC(=O)CN2C(=O)CC(c3ccccc3)=Nc3ccccc32)cc1	-0.7	-3	-20	-6	1	19	-2	-6	-15
25	COC(=O)C1=C(C)N(Cc2ccco2)C(=O)N[C@@H]1c1ccc(Br)cc1	-2.7	-5	1	-7	-4	8	-4	4	-4
26	CCOC(=O)c1c(C)c(C(=O)NCc2cccnc2)c(C)n1C	0.2	6	27	-26	-3	9	-2	15	-10
27	Cc1ccccc1NC(=O)COc1cccc2c1CCNC2=O	1.7	-3	18	14	4	9	-2	22	12
28	COCCNC(=O)c1onc(CSc2ccccc2)c1C(=O)NCCOC	1.4	-10	1	-4	-1	-5	0	3	-5
29	COc1ccc(C)cc1NC(=O)CN(c1ccc(F)cc1)S(C)(=O)=O	-0.3	-6	15	-12	-1	22	1	-1	3
30	Cc1cc(C)c(NC(=O)COC(=O)c2cc([N+](=O)[O-])ccc2N2CCOCC2)c(C)c1	-1.1	12	8	-10	-3	14	-1	12	-2

Full records from above:
Results for `CCOC(=O)c1c(C)c(C(=O)NCc2cccnc2)c(C)n1C` = CHOP UPR activ: 0.2; CXCR6 inh: 6; APJ antagonist: 27; TIM10 inh: -26; APJ ag: -3; tim10-1 inh: 9; UPR XBP1 act: -2; Mdm2 MdmX PPI: 15; tim23-1 inh: -10
Results for `COC(=O)c1ccc(C(=O)OC)c(NC(=S)N2CCC(N3CCCCC3)CC2)c1` = CHOP UPR activ: 1.4; CXCR6 inh: -1; APJ antagonist: -6; TIM10 inh: -8; APJ ag: -8; tim10-1 inh: -13; UPR XBP1 act: -3; Mdm2 MdmX PPI: -11; tim23-1 inh: -7

(cont.)
nr	Structure	CHOP UPR activ	CXCR6 inh	APJ antagonist	TIM10 inh	APJ ag	tim10-1 inh	UPR XBP1 act	Mdm2 MdmX PPI	tim23-1 inh
31	CSC(=Nc1ccccc1)C1=C(O)COC1=O	-2.9	-2	15	-4	4	-8	4	1	-1
32	COC(=O)c1ccc(C2CC(=O)Nc3cc(OC)c(OC)cc32)cc1 (stereo unspecified)	-0.1	12	11	15	0	19	-1	7	17
33	NC(=O)CCC(NS(=O)(=O)c1ccc(Cl)cc1)C(=O)NCc1ccccc1Cl (stereo unspecified)	1.3	-4	-5	0	-3	-5	4	21	1
34	COCCn1cnc2c1c(=O)n(CC(=O)Nc1cc(C)on1)c(=O)n2Cc1ccccc1	-1.8	0	-1	-17	3	2	-3	6	5
35	COc1ccccc1N(Cc1ccccc1)S(=O)(=O)c1cccc(C(=O)Nc2cc(C)ccn2)c1	-3.0	-2	-19	11	-5	19	-7	68*	22
36	CCC(=O)n1nc(-c2ccccc2)nc1SCC(=O)Nc1ccc(C)cc1	-1.9	-6	-5	8	-2	25	0	9	29
37	CCOc1ccc(C(=O)COC(=O)Cn2cnc3c2c(=O)n(C)c(=O)n3C)cc1	-0.3	-10	-56	12	-4	-2	2	9	14
38	COc1ccc(C(=O)OCC(=O)Nc2ccc3c(c2)OCCO3)c(OC)c1	-0.3	6	9	-4	-3	-8	-2	23	5
39	CC(=O)Nc1ccc(OCC(=O)N(CC(C)C)C2CCS(=O)(=O)C2)cc1 (stereo unspecified)	-2.8	-1	21	-3	-3	15	-2	25	-10
40	COc1cc(/C=N/NC(=O)CCN2CCN(C)CC2)cc2c1OCO2	1.0	7	8	-1	-1	-8	-4	17	-2
41	Cc1ccc(NC(=O)CN2C(=O)COc3ccc(S(=O)(=O)N4CCCC4)cc32)cc1C	2.5	-5	19	8	-3	11	-4	29	10
42	CCNS(=O)(=O)c1ccc(CCC(=O)N2CCN(Cc3ccccc3)CC2)cc1	-0.8	-2	-49	0	1	16	-1	15	-3
43	COc1ccc(Cl)cc1NC(=O)CN1CCCCCC1	-0.1	8	5	-14	-1	27	-2	11	24
44	C=CCNc1nc(Nc2ccc(OC)cc2)nc(OCC)n1	-1.5	0	-4	28	0	33	-3	29	34
45	Cc1ccc(OC(=O)Nc2ccccc2)cc1	4.9	-3	-23	15	4	6	0	-1	12
46	O=C(COc1ccc2c3c(c(=O)oc2c1)CCC3)N1CCN(c2ccc(F)cc2)CC1	-1.4	8	3	17	-5	34	-5	29	40
47	CCc1ccccc1NC(=S)N(CCCN1CCOCC1)Cc1cccs1	3.0	7	-7	14	0	31	-1	-6	17
48	CC(CC(=O)N1CCc2ccccc21)c1ccccc1 (stereo unspecified)	5.5	-4	10	4	-7	8	1	7	19
49	Cc1cc(C)nc(SCc2ccc(C(=O)N/N=C/c3ccncc3)cc2)n1	-1.4	-9	-5	5	0	-1	4	-6	15
50	CS(=O)(=O)N(CC(=O)NCCC1=CCCCC1)C1CCCCC1	-1.1	-2	9	29	-4	19	-1	24	23
51	CCCSc1nsc(N)n1	2.6	-1	7	-5	-5	6	0	-13	3
52	Cc1nn(Cc2n[nH]c(=S)n2Cc2ccccc2)c(C)c1Cl	-3.8	5	-9	15	-4	16	-2	-2	17
53	Cc1ccnc(NS(=O)(=O)c2ccc(NC(=O)c3ccc(S(=O)(=O)N4CCOCC4)cc3)cc2)n1	0.2	5	5	0	-3	9	-2	-8	3
54	CS(=O)(=O)N(CC(=O)NCc1ccc2c(c1)OCO2)c1ccc(Cl)cc1	-1.3	2	0	-5	0	23	0	-15	8
55	CCN1CCN(c2ccc(NC(=O)c3cccc4ncccc34)cc2)CC1	-0.2	-2	19	-27	-5	-19	3	7	-12
56	COC(=O)c1cc(NS(=O)(=O)c2cccs2)cc(NS(=O)(=O)c2cccs2)c1	1.6	-5	13	-11	-1	-2	3	-2	10
57	CCOC(=O)N1CCN(S(=O)(=O)c2ccc(C(=O)N(CCCN(C)C)c3nc4ccc(Cl)cc4s3)cc2)CC1	1.9	-8	16	20	37	19	9	23	13
58	COc1ccccc1-c1nnc2n1N=C(C(C)(C)C)CS2	-2.0	6	-12	-5	-2	26	0	2	21
59	CC(C)NC(=S)N/N=C/c1cc(Br)ccc1O	5.5	0	-28	55*	-2	39	0	29	55*

Numbers 53 through 55 from above:
nr	Structure	CHOP UPR activ	CXCR6 inh	APJ antagonist	TIM10 inh	APJ ag	tim10-1 inh	UPR XBP1 act	Mdm2 MdmX PPI	tim23-1 inh
53	Cc1ccnc(NS(=O)(=O)c2ccc(NC(=O)c3ccc(S(=O)(=O)N4CCOCC4)cc3)cc2)n1	0.2	5	5	0	-3	9	-2	-8	3
54	CS(=O)(=O)N(CC(=O)NCc1ccc2c(c1)OCO2)c1ccc(Cl)cc1	-1.3	2	0	-5	0	23	0	-15	8
55	CCN1CCN(c2ccc(NC(=O)c3cccc4ncccc34)cc2)CC1	-0.2	-2	19	-27	-5	-19	3	7	-12
